Screening data deposited in PubChem by National Center for Advancing Translational Sciences (NCATS).
TSHR antagonist – Antagonists of the Thyroid Stimulating Hormone Receptor: HTS campaign; AID 504810, 2011; TSHR-expressing cells, TSH-stimulated cAMP HTRF, 2 h; active compounds read low; activity change, negative = inhibition, % at 11.5 µM; actives 0.2% (n = 330,000);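 active means activity change below a set negative limit, meaning inhibition stronger than a set level, cut at about -70% in these data; inconclusive means activity change between two set negative limits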; further: on the % scale 0 is the no-effect control and ±100 the full control effect
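TSHR-expressing cells, 200/well, pre-treated with compound, then stimulated with EC80 TSH (4nM final) for 2 hours at 37 deg C. cAMP measured by competitive HTRF: anti-cAMP cryptate antibody in lysis buffer plus cAMP-d2, read after 30 minutes at room temperature.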
Eya2 inh – qHTS Assay for Inhibitors of the Phosphatase Activity of Eya2; Protein phosphatase EYA2 (Homo sapiens), O00167; actives 0.006% (n = 330,000); Potency, µM (doses to about 76.9 µM), for inactives: top-dose activity, negative = inhibition, usual class: inhibitors; recombinant Eya2, OMFP fluorescence dephosphorylation (OMFP is methylfluorescein phosphate); further: potency means the concentration at half of the fitted maximal effect; on the % scale 0 is the no-effect control and ±100 the full control effect
Target sequence (O00167 whole entry, looked up): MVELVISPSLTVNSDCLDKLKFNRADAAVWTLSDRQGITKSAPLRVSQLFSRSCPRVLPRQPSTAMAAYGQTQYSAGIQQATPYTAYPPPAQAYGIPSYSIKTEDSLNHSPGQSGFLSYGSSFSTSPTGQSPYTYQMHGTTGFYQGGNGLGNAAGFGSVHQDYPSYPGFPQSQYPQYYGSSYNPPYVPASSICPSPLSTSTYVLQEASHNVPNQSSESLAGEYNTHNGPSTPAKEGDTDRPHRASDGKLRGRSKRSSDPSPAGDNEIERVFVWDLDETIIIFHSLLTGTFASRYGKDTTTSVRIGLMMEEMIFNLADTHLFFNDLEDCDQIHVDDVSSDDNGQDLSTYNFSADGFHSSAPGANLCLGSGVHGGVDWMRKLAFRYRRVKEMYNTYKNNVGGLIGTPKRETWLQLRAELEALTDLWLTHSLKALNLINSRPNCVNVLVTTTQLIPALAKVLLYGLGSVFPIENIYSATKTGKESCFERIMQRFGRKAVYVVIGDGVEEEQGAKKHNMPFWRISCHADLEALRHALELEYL
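Eya2 protein (added as 0.2 uM solution) was preincubated with compound for 10 min at ambient temperature in 50 mM HEPES pH 7.5, 50 mM NaCl, 5 uM MgCl2, 0.05% BSA, 1 mM DTT. OMFP (added at 50 uM) then reacted 10 min; fluorescence read at 485/525 nm.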
GALK inhibitor – qHTS Assay for Inhibitors of Human Galactokinase (GALK) | Purified GALK, Kinase-Glo residual ATP luminescence | Potency, µM (top dose mostly 57.5 µM), inactives show at the top dose activity change, negative = inhibition, hits mostly inhibitors | AID 1868, 2009 | actives 0.007% (n = 270,000); further: potency means the concentration at half of the fitted maximal effect; on the % scale 0 is the no-effect control and ±100 the full control effect
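Luminescence from leftover ATP (Ultra-Glo luciferase/luciferin) served as read-out after a 1 h room-temperature reaction of 5 nM GALK with 35 uM ATP and 100 uM galactose.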
MBNL1 CUG block – qHTS Assay for Inhibitors of MBNL1-poly(CUG) RNA binding; Potency, µM (top dose mostly 57.5 µM), without a hit: at the highest dose activity change, negative = inhibition, actives largely listed as inhibitors; actives 0.036% (n = 280,000); TR-FRET MBNL1-His/biotin-(CUG)12 binding, 665/545 ratio; active means well fitted inhibition curve with a large enough effect in the signal ratio, with a control signal flat, not every such curve was filed as active; inconclusive means small, poorly fitted or top-dose-only effect, or effect the other way, or a change in a side signal; inactive means no such curve, though single readings can be large or run the other way; the % refers to the signal ratio; further: potency means the concentration at half of the fitted maximal effect; on the % scale 0 is the no-effect control and ±100 the full control effect
Target sequence (Q9NR56 whole entry, looked up): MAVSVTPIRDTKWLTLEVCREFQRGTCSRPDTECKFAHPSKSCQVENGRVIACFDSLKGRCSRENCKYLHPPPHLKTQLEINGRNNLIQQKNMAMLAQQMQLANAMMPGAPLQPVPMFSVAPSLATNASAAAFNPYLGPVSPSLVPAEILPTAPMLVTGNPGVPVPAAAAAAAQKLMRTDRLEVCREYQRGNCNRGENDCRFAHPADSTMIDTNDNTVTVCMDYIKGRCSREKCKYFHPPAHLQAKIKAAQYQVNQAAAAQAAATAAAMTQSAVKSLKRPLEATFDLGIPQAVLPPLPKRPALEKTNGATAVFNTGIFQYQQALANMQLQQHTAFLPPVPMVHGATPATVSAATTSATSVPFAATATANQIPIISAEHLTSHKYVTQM
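Compound titration spanned 92 nM–58 uM against the MBNL1-His/biotin-(CUG)12 complex. After 60 min at room temperature with 5 nM streptavidin-XL665 and 0.055 ng/ul terbium anti-His, ratiometric 665/545 nm emission (Ex 340 nm) normalized to controls.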
hERG WT inh – qHTS for Inhibitors of KCHN2 3.1: Wildtype qHTS; U2OS, BacMam KCNH2, thallium flux FluxOr; active compounds read low; activity change, % at 1.84 µM; actives 0.37% (n = 340,000); AID 720551, 2013;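 active means maximum activity change below -70%; inconclusive means maximum activity change between -70% and -50%; inactive means maximum activity change above -50%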; further: on the % scale 0 is the no-effect control and ±100 the full control effect
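U2OS cells were transduced with wild-type KCNH2 virus (2.03 x 10^8 / mL) for 4 h at room temperature, then cultured overnight at 37 C. Thallium flux was read with FluxOr dye. Rate constants were normalized to DMSO controls.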
BCR signal inh – qHTS Assay to Find Inhibitors of Chronic Active B-Cell Receptor Signaling. Potency, µM (series often up to 46.1 µM), inactives show top-dose ratio change, negative = lower green/red ratio, hits mostly inhibitors. AID 493014, 2011. ABC-DLBCL IkBa-CBG/CBR reporter, luminescence ratio, 4 h. actives 0.05% (n = 340,000); active means well fitted inhibition curve with a large enough effect in the signal ratio, with a control signal flat, not every such curve was filed as active; inconclusive means small, poorly fitted or top-dose-only effect, or effect the other way, or a change in a side signal; the % refers to the signal ratio;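 further: potency means the concentration at half of the fitted maximal effect; plate controls were basal doxycycline-induced cells for no effect and cells given 10 µM MG132 for full effect; MG132 reads +100%, hits lower the ratio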
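Cell line TMD8 (human ABC DLBCL), stably expressing tet-inducible CBG68-IkBa fusion and CBR; IMDM/0.5% FBS; cpd up to 46 uM; dox induction, 4 h, 37C/5% CO2; dual luminescence; green/red ratio; MG132 control.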
USP2a block – qHTS Assay for Inhibitors of Ubiquitin-specific Protease USP2a Using CHOP2 as the Reporter; USP2 core, Ub-CHOP2 coupled fluorogenic reporter, 485/531; Potency, µM (highest dose often 38.3 µM), inactives show top-dose activity change, negative = inhibition, actives largely listed as inhibitors; actives 0.01% (n = 330,000); AID 463254, 2010;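 further: potency means the concentration at half of the fitted maximal effect; plate controls were DMSO wells for no effect and full inhibition by NEM control for full effect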
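USP2 core (10nM final) preincubated 30min RT with compound in 20mM Tris-HCl pH 8.0, 2mM CaCl2, 2mM beta-mercaptoethanol, 0.05% CHAPS; 25nM Ub-CHOP2 plus 25nM reporter substrate added, fluorescence (Ex485/Em531) read after 60min.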
Mito fusion yeast – qHTS Assay for Small Molecule Inhibitors of Mitochondrial Division or Activators of Mitochondrial Fusion. AID 485298, 2010. actives 0.23% (n = 320,000). Potency, µM (series often up to 46.1 µM), for inactives: at the top dose growth rescue (activation), actives largely listed as activators. S. cerevisiae fusion-defective mutant growth rescue, CellTiterGlo 48 h;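 further: potency means the concentration at half of the fitted maximal effect; % of control where 0% means no effect; nearly all actives have a fitted effect of over 45% in size; temperature-sensitive fusion mutants such as fzo1-1 at 37 °C on non-fermentable ethanol glycerol medium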
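Compounds are tested for their ability to restore growth of mitochondrial fusion-defective yeast strains at non-permissive 37C in YPEG medium over 48 hours. Viability is quantified by luciferase luminescence.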
PKM2 act – qHTS Assay for Activators of Human Muscle isoform 2 Pyruvate Kinase; purified PKM2, Kinase-Glo ATP luminescence, activation; response scale: 0% is enzyme alone, no compound; actives 0.34% (n = 260,000); Potency, µM (top dose mostly 57.5 µM), for inactives: at the highest dose activation, actives largely listed as activators; Pyruvate kinase PKM (Homo sapiens), P14618; further: potency means the concentration at half of the fitted maximal effect; on the % scale 0 is the no-effect control and ±100 the full control effect; nearly all actives have a fitted effect of over 55% in size
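hPK-M2, >95% pure; 0.1 mM ADP / 0.5 mM PEP final; imidazole pH7.2 buffer w/ 7 mM MgCl2, 50 mM KCl; 1 h RT; Kinase-Glo lum. Intermediate enzyme activity for dual inhibitor/activator qHTS.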
Menin MLL FP TR – qHTS Assay for Inhibitors Targeting the Menin-MLL Interaction in MLL Related Leukemias: Competition With Texas Red Labeled MLL-derived Mutant Peptide; Potency, µM (titrated, usually from 61.6 µM), for inactives: at the top dose FP activity change, negative = inhibition, actives largely listed as inhibitors; actives 0.23% (n = 270,000); Menin + Texas Red MLL mutant peptide, fluorescence polarization; O00255; active means well fitted inhibition curve with a large enough effect in the polarisation, with a control signal flat, not every such curve was filed as active; inconclusive means small, poorly fitted or top-dose-only effect, or effect the other way, or a change in a side signal; inactive means no such curve, though single readings can be large or run the other way; the % refers to the polarisation; further: potency means the concentration at half of the fitted maximal effect; % of control where 0% means no effect; many of its hits are not listed in these tables
ASM inhibitor – Inhibitors of Secretory Acid Sphingomyelinase (S-ASM): qHTS. placental ASM, HMU-PC fluorogenic substrate, 60 min. Potency, µM (highest dose often 57.5 µM), for inactives: top-dose activity change, negative = inhibition, most hits filed as inhibitors. actives 0.006% (n = 340,000). AID 504937, 2011; further: potency means the concentration at half of the fitted maximal effect
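HMU-PC0 cleavage (9 uM final) by human placental ASM, 60 min at 37 °C following 10 min compound exposure at RT; stopped at pH 10, fluorescence Ex 386/Em 447 nm.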
* = called active by the depositor; u = inconclusive; x = not tested or not shown; [ ] = another dose, or the depositor's remark. Unless noted, the call rests on the fitted dose curve; in most records, active means well fitted curve in the direction sought with a large enough effect; inconclusive means small, poorly fitted or top-dose-only effect, or another doubt; inactive means no such curve, though single readings can be large; an effect the other way counts as inactive or inconclusive. Some of the compounds tested, so the mix of outcomes need not match the whole.

Sample of the layout (three entries):
Molecule	TSHR antagonist	Eya2 inh	GALK inhibitor	MBNL1 CUG block	hERG WT inh	BCR signal inh	USP2a block	Mito fusion yeast	PKM2 act	Menin MLL FP TR	ASM inhibitor
COc1ccc(C(CNC(=O)CSc2ccc(Br)cc2C)N2CCOCC2)cc1 (configuration not stated)	-8	-41%	x	x	-7	-3%	-5%	1%	x	x	0%
O=c1cc[nH]c2ccc(Cl)cc12	6	8%	x	-7%	0	0%	2%	0%	-3%	-9%	1%
COC(=O)c1ccccc1NC(=O)N1CCN(c2ccc(OC)cc2)CC1	-8	3%	-2%	-5%	-3	2%	5%	-4%	1%	-12%	0%

The listing (from the top)
Molecule	TSHR antagonist	Eya2 inh	GALK inhibitor	MBNL1 CUG block	hERG WT inh	BCR signal inh	USP2a block	Mito fusion yeast	PKM2 act	Menin MLL FP TR	ASM inhibitor
COc1ccc(C(CNC(=O)CSc2ccc(Br)cc2C)N2CCOCC2)cc1 (configuration not stated)	-8	-41%	x	x	-7	-3%	-5%	1%	x	x	0%
O=c1cc[nH]c2ccc(Cl)cc12	6	8%	x	-7%	0	0%	2%	0%	-3%	-9%	1%
COC(=O)c1ccccc1NC(=O)N1CCN(c2ccc(OC)cc2)CC1	-8	3%	-2%	-5%	-3	2%	5%	-4%	1%	-12%	0%
Cc1ccc(C(C)NC(=O)c2ccncc2)cc1C (configuration not stated)	2	7%	-2%	2%	-12	-6%	1%	1%	-6%	1%	0%
CN(C)S(=O)(=O)c1ccc(C(=O)N2CCN=C2SCc2ccccc2)cc1	-10	3%	-1%	-10%	-23	10%	1%	4%	1%	-1%	7%
COc1ccc(C(=O)N2CCN(C3CCN(Cc4ccccc4)CC3)CC2)cc1OC	9	18%	0%	-4%	7	13%	1%	1%	-2%	-5%	3%
CCN(CC)S(=O)(=O)c1ccc(Cl)nc1	-4	9%	-1%	6%	-2	5%	3%	1%	2%	-17%	-3%
COc1ccc(NC(=O)C2CCCN2C(=O)Oc2ccccc2)cc1 (configuration not stated)	1	-6%	-2%	4%	-7	5%	8%	-8%	-5%	-1%	2%
O=S(=O)(c1ccc2c(c1)OCCO2)N1C[C@@H]2C[C@H]1CN2S(=O)(=O)c1c(F)cccc1F	5	-21%	x	x	x	2%	1%	x	x	x	3%
COc1ccc(-c2cn[nH]c2C)cc1	-7	8%	4%	-16%	-3	u	-2%	-7%	0%	x	3%

(listing goes on)
Molecule	TSHR antagonist	Eya2 inh	GALK inhibitor	MBNL1 CUG block	hERG WT inh	BCR signal inh	USP2a block	Mito fusion yeast	PKM2 act	Menin MLL FP TR	ASM inhibitor
CSc1ccccc1C(=O)OCC(=O)N1CCCC1=O	4	-3%	x	x	0	1%	3%	-1%	x	x	3%
COc1ccc2c(c1)SC1=NCCS(=O)(=O)N12	-11	-5%	2%	-8%	-8	1%	4%	3%	u	0%	0%
CC(=O)Nc1cccc(C(=O)OC2CCOC2=O)c1 (configuration not stated)	0	-4%	4%	-4%	0	-1%	1%	0%	-1%	x	4%
COc1ccc(-c2ccc(OC)c([C@H]3[C@@H]4C=CCC[C@@]4(C)C(=O)N3Cc3ccccc3)c2)cc1OC	4	-13%	1%	-7%	-1	u	4%	-8%	-1%	x	-10%
Nn1c(Nc2ccc(Cl)cc2)nncc1=O	4	-3%	-4%	1%	-1	1%	2%	5%	3%	0%	2%
COc1cc(/C=N/NC(=O)/C(=C\c2ccc3c(c2)OCO3)NC(=O)c2ccccc2)ccc1O	19	-3%	-2%	13%	9	0%	1%	2%	-19%	9%	-17%
O=C(CN1CCN(c2ncccn2)CC1)Nc1ccccc1-n1cccc1	0	-9%	3%	-13%	-6	-9%	-1%	3%	-6%	-11%	-4%
C/C(CC1(O)C(=O)N(Cc2ccccc2)c2ccccc21)=N\O (configuration not stated)	x	x	1%	-3%	3	x	x	13%	1%	-15%	0%
CC(CNC(=O)c1ccc(N)cc1)NC(=O)c1ccc(N)cc1 (configuration not stated)	2	15%	11%	5%	4	u	-4%	12%	0%	3%	-1%
Cc1cnc(C(=O)OCC(=O)c2cc(C)n(C)c2C)cn1	-4	5%	0%	5%	9	-1%	11%	1%	3%	-8%	-1%

Copied from the list:
`Nn1c(Nc2ccc(Cl)cc2)nncc1=O` in PKM2 act has 3%
`CC(=O)Nc1cccc(C(=O)OC2CCOC2=O)c1` (configuration not stated) in Eya2 inh has -4%

New compounds follow
Molecule	TSHR antagonist	Eya2 inh	GALK inhibitor	MBNL1 CUG block	hERG WT inh	BCR signal inh	USP2a block	Mito fusion yeast	PKM2 act	Menin MLL FP TR	ASM inhibitor
O=C(C1CC(Cl)CN1S(=O)(=O)c1ccc(Cl)cc1)N1CCOCC1 (configuration not stated)	4	5%	6%	-5%	-1	2%	1%	-6%	2%	-11%	2%
CCN(CC)S(=O)(=O)c1ccc(N=Nc2c(N)[nH]c(=O)[nH]c2=O)cc1	-6	5%	-1%	u	17	5%	-1%	0%	0%	x	-7%
COc1ccc(C(=O)/C=C/c2cc(C(=O)O)cc3c2OCOC3)c(O)c1	-14	-2%	2%	u	0	u	0%	-5%	-5%	27%	-2%
CCOc1cc(C(=O)Nc2cc(C)ccn2)cc(OCC)c1OCC	3	-9%	2%	-4%	0	u	-1%	9%	-3%	2%	0%
CC(=O)c1cccc(N(C(=O)CS(=O)CC(=O)Nc2ccc(F)cc2)C(C(=O)NC2CCCCC2)c2ccc(C)o2)c1 (configuration not stated)	3	-6%	-1%	5%	10	-7%	5%	0%	4%	1%	1%
COC(=O)c1cn(NC(=O)Cc2cccc(C(F)(F)F)c2)c(=O)c2ccccc12	-5	15%	1%	57%[activator]	2	0%	-1%	-15%	x	-1%	-5%
CC(=O)Nc1ccc(S(=O)(=O)NCC(CCC(=O)O)C(F)(F)F)cc1 (configuration not stated)	-3	19%	-3%	-2%	1	1%	11%	-4%	1%	6%	2%
CN(C(=O)COC(=O)c1sc2ccccc2c1Cl)C1CCCCC1	-12	-9%	-1%	u	-27	-4%	-8%	28%	-3%	-7%	-7%
O=c1n(Cc2ccccc2)c2cc(Cl)cnc2n1Cc1ccccc1	-3	-18%	-1%	6%	-2	u	-1%	20%	-6%	-5%	-8%
Cc1ccc(NC(=O)c2ccc(CSc3ccccn3)cc2)c(O)c1	-5	u	x	-21%	-5	u	0%	0%	-3%	x	-1%
